All columns: NCI-60 one-dose screen, growth in % after 48 h at 10 µM unless noted; 100 = growth as untreated, 0 = no growth, -100 = all killed.
NCI-H322M: NCI-H322M lung cancer | AID 1794733 | hit rate 2.7% among 80,000
COLO 205: COLO 205 colon cancer; hit rate 7.3% among 79,000; AID 1794742
RXF 393: RXF 393 renal cancer cells | hit rate 6.9% among 77,000 | AID 1794773
A498: A498 renal cancer cells | hit rate 5.4% among 76,000
NCI-H226: NCI-H226 lung cancer | hit rate 3.5% among 79,000 | AID 1794732
NCI-H23: NCI-H23 lung cancer; hit rate 4% among 80,000
HT29: HT29 colon cancer; AID 1794748; hit rate 7.4% among 81,000
NCI-H522: NCI-H522 lung cancer; hit rate 8% among 78,000
NCI-H460: NCI-H460 lung cancer. AID 1794736. hit rate 6.8% among 82,000
Starred values were filed as active, the others as inactive; / = not tested or not shown; [ ] = another dose, or the depositor's remark. How the source made its calls: active means growth percent below 10; inactive means the rest.

molecule	NCI-H322M	COLO 205	RXF 393	A498	NCI-H226	NCI-H23	HT29	NCI-H522	NCI-H460
CCCc1n(Cc2ccc3ccccc3n2)cc[n+]1Cc1ccc2ccccc2c1	26	-50*	3.0*	-3.2*	12	-12*	3.7*	-0.8*	7.7*
CC(C)CCSc1nc(Nc2ccccc2)c(C#N)c(-c2ccccc2)n1	34	46	23	-8.8*	90	50	51	70	15
c1ccc2c(c1)OCCC2(c1c[nH]c2ccccc12)c1c[nH]c2ccccc12	86	60	88	10	80	74	65	34	68
NC(N)=NS(=O)(=O)c1ccc(N=Nc2c(N)[nH]n(C(=O)c3ccccc3)c2=O)cc1	98	108	113	94	89	97	107	95	106
COc1cc(NC(=O)c2ccccc2)c(OC)cc1N	102	95	114	96	93	91	113	78	102
Oc1ccccc1/C=C/c1nc2ccccc2n2c(=S)[nH]nc12	102	113	119	111	98	/	107	90	94
COc1cc(CNC(=O)[C@]23CCC(C)(C)CC2C2=CCC4[C@@]5(C)CCC(OC(C)=O)C(C)(C)C5CC[C@@]4(C)[C@]2(C)CC3)ccc1OCc1cn(-c2ccc(Cl)c(Cl)c2)nn1 (stereo partly specified)	90	117	108	138	108	95	97	92	104
N#C/C(=C\c1ccc2c(c1)OCO2)C(N)=O	104	146	85	83	96	105	89	93	100
CC/C=C\C/C=C\C[C@H](O)C/C=C1/C(=O)C=C[C@H]1C/C=C\CCC(=O)OC	90[8.25 µM]	0.9*[8.25 µM]	21[8.25 µM]	107[8.25 µM]	70[8.25 µM]	54[8.25 µM]	2.8*[8.25 µM]	-31*[8.25 µM]	90[8.25 µM]
O=C(NC(=S)Nc1ccc(S(=O)(=O)c2ccc(NC(=S)NC(=O)c3ccccc3)cc2)cc1)c1ccccc1	97	/	113	88	105	102	103	93	104
CC1(C)CC(=O)C2=C(C1)Nn1c(nc(-c3ccccc3)cc1=O)N=C2c1ccc(Cl)cc1	115	111	105	/	96	90	105	100	109
O=C(Nc1ccc(C(=O)O)c(O)c1)Oc1ccccc1	95	/	95	93	100	76	96	85	102
O=C(O)CNCNc1ccc(S(=O)(=O)c2ccc(NCNCC(=O)O)cc2)cc1	103	/	104	63	94	100	101	90	109
COc1ccc(/C=C/C(=O)c2cccc(OCC(=O)O)c2)cc1OC	94	102	121	/	103	/	112	97	103
NC1=Cc2n(c(=O)c3ccccc3[n+]2-c2ccccc2)C1	105	103	80	106	84	94	115	99	133
COc1ccc(-c2nc(-c3ccccc3)c(-c3ccccc3)n2CCc2ccc(S(N)(=O)=O)cc2)cc1O	104	112	105	123	100	98	110	102	113
FC(F)(F)c1cc2n(n1)-c1ncccc1Oc1ccccc1-2	89	101	99	95	74	88	97	97	97
O=C(O)CCSC(=S)Nc1ccccc1	104	102	103	87	99	94	/	94	104
C=CCC(O)C=C (stereo unspecified)	92	106	107	89	103	101	110	108	107
Cc1cc2c(C(C)C)c(O)c(O)c(C=Nc3cccc(C(F)(F)F)c3)c2c(O)c1-c1c(C)cc2c(C(C)C)c(O)c(O)c(C=Nc3cccc(C(F)(F)F)c3)c2c1O	71	97	75	90	93	60	103	83	67
N#C/C(=C/c1cccs1)c1nnc(NC(=O)c2ccc(-n3c(=O)[nH]c4ccccc4c3=O)cc2)s1	115	110	116	117	113	110	113	95	118
C=C(C)[C@@H]1CC[C@]2(C(=O)O)CC[C@]3(C)[C@H](CC[C@@H]4[C@@]5(C)C[C@@H](CC#Cc6ccc(F)cc6)[C@H](O)C(C)(C)[C@@H]5CC[C@]43C)[C@@H]12	54	74	74	86	63	54	45	27	48
COc1cc(/C=C/C(=O)c2sc(N)nc2C)ccc1OCC(=O)O	100	122	107	110	95	95	108	95	103
CC(=O)Nc1ccc(/C=N\NC(=O)C2CC2)cc1	106	103	148	108	103	99	102	98	101
Nc1nc2c(-c3ccc([N+](=O)[O-])cc3)nnn2c2cccc(Cl)c12	93	108	107	136	77	89	115	102	110
NS(=O)(=O)c1cccc(Nc2nc(SCC(=O)c3ccc(F)cc3)nc3ccccc23)c1	23	26	39	71	15	5.4*	18	-0.3*	12
COc1cc(C(=O)c2c(-c3ccccc3)oc3c(OC)cccc23)cc(OC)c1O	56	7.6*	-6.6*	-26*	-0.6*	34	6.8*	13	4.0*
Cc1nc(N)sc1C	94	104	115	102	107	108	100	99	109
COc1ccc(C2C3=C(CC(C)(C)CC3=O)Nc3cc4c(cc32)OCO4)cc1 (stereo unspecified)	95	108	89	100	/	97	94	82	105
CCN(CC)c1ccc2nc3c4ccccc4c(=NC(=O)c4ccccc4-c4c5ccc(N(CC)CC)cc5[o+]c5cc(N(CC)CC)ccc45)cc-3oc2c1	12	-80*	62	87	76	11	1.9*	-5.7*	-54*
N=C(N)N=Nc1ccc(O)cc1	80[100 µM]	57[100 µM]	21[100 µM]	126[100 µM]	73[100 µM]	68[100 µM]	32[100 µM]	38[100 µM]	84[100 µM]
O=c1[nH]c2ccccc2cc1CSc1ccc(Nc2nccc(-c3ccc(C(F)(F)F)cc3)n2)cc1	24	18	/	-50*	-27*	35	29	28	2.1*
NN1C(=O)c2ccc3c4c(ccc(c24)C1=O)CC3	104	105	100	/	102	98	119	108	/
COc1cc(-c2nc3c(c(C)nn3-c3ccc(F)cc3)c(=O)[nH]2)cc(OC)c1OC	91	115	106	111	99	85	103	95	97
COc1ccc(-n2/c(=N/C(=S)N(C)C)ss/c2=N\C(=S)N(C)C)cc1	95	99	110	110	114	100	89	84	102
NC1=C(O)C(=O)C(c2ccc3c(c2)CCC3)O1 (stereo unspecified)	102	128	112	/	95	99	114	101	105
CN(C)CCn1c2ccc(Br)cc2c2nc3ccccc3nc21	35	9.7*	39	/	42	36	17	30	13
O=CC(OC(=O)c1ccccc1)C(OC(=O)c1ccccc1)C(COC(c1ccccc1)(c1ccccc1)c1ccccc1)OC(=O)c1ccccc1 (stereo unspecified)	97	57	/	122	76	51	53	40	89
CC/C(N)=C\C(=O)c1ccccc1	114	120	117	105	100	101	121	102	104
N#Cc1nc(-c2cc3cccc(Br)c3oc2=O)oc1NCCO	102	108	104	122	97	96	108	92	108
COc1ccc(C2=Nc3c(C)nn(-c4ccccc4)c3NC(c3ccc(Oc4nc5c(c(=O)n(C)c(=O)n5C)n4C)c(OC)c3)C2)cc1 (stereo unspecified)	95	104	111	97	100	98	100	86	104
O=C(Oc1ccc(Br)cc1)c1ccccc1C(=O)c1ccccc1	155	112	99	115	105	103	116	/	105
O=C(Nc1ccc(O)cc1)c1ccccc1O	118	101	100	/	105	93	101	83	102
CC(CO)(CO)C(=O)O	99	109	99	85	97	110	102	101	105
NC1N=C(SCC(=O)N2CCN(c3cc4c(cc3F)c(=O)c(C(=O)O)cn4C3CC3)CC2)NC(=O)/C1=C/c1ccccc1 (stereo unspecified)	108	109	103	104	99	104	112	92	106
O=C1Nc2ccccc2SC1c1ccccc1Cl (stereo unspecified)	96	/	/	96	104	102	46	103	116
C/C=C(/C(=O)NC(N)=O)C(C)C	109	98	171	102	116	104	106	108	100
O=C(N/N=C/c1cccc([N+](=O)[O-])c1)c1ccc(Br)o1	105	98	104	129	109	102	105	86	114
COc1ccc(C(=O)c2oc3nc(-c4cccnc4)cc(-c4ccc(OC)c(OC)c4)c3c2N)cc1	94	117	115	81	98	101	/	99	103
O=C(CCc1nnc2sc(/C=C/c3ccccc3)nn12)c1nc2ncccc2[nH]1	101	115	116	106	85	91	91	79	104
CS(=O)(=O)c1ccc([C@@H](O)[C@H](CF)NC(=O)C(Cl)Cl)cc1	99	/	98	91	84	87	107	/	101
CCCCCCCCCCCCCC[n+]1ccc(C(N)=O)cc1	59	-100*	-52*	52	-7.9*	17	-28*	-22*	0.6*
O=C(OCc1ccc2cccc(O)c2n1)N1CCN(C(=O)c2cc3ccccc3[nH]2)CC1	91	105	94	93	89	92	105	85	99
Cn1c(-c2ccccc2)c(C(C[N+](=O)[O-])c2ccccc2F)c2ccccc21 (stereo unspecified)	85	107	89	92	81	81	81	78	89
CC(=O)CC(C)(C)NC(=S)Nc1ccc(O)cc1	101	98	102	100	106	101	105	100	99
CCOC(=O)C1O[N+]([O-])=C(c2ccc(OC)cc2)C1c1ccc(Cl)cc1 (stereo unspecified)	100	105	/	95	/	98	102	93	109
CCOC(=O)/C=C(\C)C(F)(F)F	108	117	122	115	112	105	112	103	119
COc1cc(OC)cc(C2C(C#N)=C(N)Oc3c2ccc2ccc(O)cc32)c1 (stereo unspecified)	31	-42*	24	32	38	15	7.8*	1.5*	3.8*
O=C1CCC(=O)N1C(=O)c1ccc(Cl)cc1	99	115	125	94	108	105	95	88	113
CCOc1ccc(-c2nc3ccc(-c4nc5ccc(N6CCN(C)CC6)cc5[nH]4)cc3[nH]2)cc1OCC	42	/	-38*	/	-8.9*	-7.7*	19	-18*	17

Next section:
molecule	NCI-H322M	COLO 205	RXF 393	A498	NCI-H226	NCI-H23	HT29	NCI-H522	NCI-H460
CCN(CC)CCO/N=C1\CC(c2ccc(OC)c(OC)c2)Oc2ccccc21 (stereo unspecified)	95	97	66	112	85	96	75	88	104
O=C(N/N=C/c1ccco1)C(=O)Nc1ccc(Cl)c([N+](=O)[O-])c1	108	114	119	118	/	106	106	102	106
OCC(Cl)(Cl)C(Cl)(Cl)CO	108	98	106	101	/	106	107	102	105
Cc1nc(Nc2ccc(OCc3c(-c4ccccc4)no[n+]3[O-])cc2)c2cnn(-c3ccc(Br)cc3)c2n1	91	119	121	87	108	96	97	92	103
COc1ccc(N)cc1C(=O)Nc1cccc(-c2cc(=O)c3c(OC)c(OC)c(OC)cc3o2)c1	73	85	50	63	62	64	57	60	61
COc1ccc(NC(=O)CN2CCN(c3cc(=O)n(-c4ccccc4)c4ccccc34)CC2)cc1	99	94	95	75	79	96	103	88	93
COc1cccc(/C=C(\C#N)c2nc(N)nc(Nc3ccc(S(N)(=O)=O)cc3)n2)c1	99	106	115	98	96	101	113	98	108
O=C(CSc1n[nH]c(-c2ccncc2)n1)c1ccc(Cl)cc1	102	109	106	67	95	97	103	90	107
CCCCCNC(=O)C(O)C(O)C(=O)NCCCCC (stereo unspecified)	105	101	104	/	84	102	104	96	102

Some of the entries so far, as labelled records.
> OCC(Cl)(Cl)C(Cl)(Cl)CO
- NCI-H322M: 108
- COLO 205: 98
- RXF 393: 106
- A498: 101
- NCI-H226: /
- NCI-H23: 106
- HT29: 107
- NCI-H522: 102
- NCI-H460: 105
> COc1cccc(/C=C(\C#N)c2nc(N)nc(Nc3ccc(S(N)(=O)=O)cc3)n2)c1
- NCI-H322M: 99
- COLO 205: 106
- RXF 393: 115
- A498: 98
- NCI-H226: 96
- NCI-H23: 101
- HT29: 113
- NCI-H522: 98
- NCI-H460: 108
> COc1ccc(N)cc1C(=O)Nc1cccc(-c2cc(=O)c3c(OC)c(OC)c(OC)cc3o2)c1
- NCI-H322M: 73
- COLO 205: 85
- RXF 393: 50
- A498: 63
- NCI-H226: 62
- NCI-H23: 64
- HT29: 57
- NCI-H522: 60
- NCI-H460: 61
> CCN(CC)CCO/N=C1\CC(c2ccc(OC)c(OC)c2)Oc2ccccc21 (stereo unspecified)
- NCI-H322M: 95
- COLO 205: 97
- RXF 393: 66
- A498: 112
- NCI-H226: 85
- NCI-H23: 96
- HT29: 75
- NCI-H522: 88
- NCI-H460: 104
